High-throughput results: PubChem, several laboratories
AID2073 – disruptors of CaV2.2 binding to Mint1 – biochemical, HTRF (AID 2073) | HTRF protein-protein interaction, Mint1-CaV2.2; higher % means a stronger effect | inhibition, % at 20 µM; hits with a dose series show IC50 in µM | hit rate 0.19% among 290,000; in the data active = inhibition mostly above about 51%, no sharp cut-off; inconclusive = no clear call, values can overlap the other calls; inactive = mostly below about 53%; note: some results filed as inactive read as strong as hits
RSV antiviral HEp-2 – inhibition of RSV-induced cytopathic effect – HEp-2 cells, primary 10 µM value included (AID 2391) | HEp-2 cells, RSV-induced CPE inhibition; higher % means a stronger effect | CPE inhibition, % at 10 µM, or IC50 in µM where a hit was titrated | hit rate 0.13% among 310,000; in the data active = a potency from the dose series; inconclusive = CPE inhibition mostly from about 23% at the one dose, without a potency; inactive = the rest, 99 in 100 with CPE inhibition below about 21%; note: strong numbers were not always called active
Dengue-2 NS5 capping – Dengue-2 NS5 methyltransferase inhibitors, primary screen, biochemical, confirmation dose response (AID 588689). Dengue-2 NS5 methyltransferase capping enzyme assay, biochemical; higher % means a stronger effect. hit rate 0.3% among 340,000. inhibition, % at 25 µM; hits with a dose series show IC50 in µM; in the data active = a potency from the dose series; inconclusive = inhibition above about 29% without an active follow-up result
LYP phosphatase – PTPN22 lymphoid phosphatase activity blockers – biochemical, fluorescence intensity, uHTS (AID 1779) | recombinant LYP phosphatase, fluorescence intensity; higher % means a stronger effect | hit rate 0.054% among 290,000 | inhibition, % at 11.5 µM; hits with a dose series show IC50 in µM; in the data active = inhibition above about 50%;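 note: plate controls were vehicle with enzyme for no effect and no enzyme for full effect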
HIV fusion peptide – inhibitors of HIV fusion peptide binding, primary screen, biochemical, uHTS, fluorescence dequenching (AID 1986) | cell-free peptide binding, fluorescence dequenching, 30 min; higher % means a stronger effect | inhibition, % at 20 µM, or IC50 in µM where a hit was titrated | hit rate 0.3% among 290,000; in the data active = inhibition mostly above about 52%, no sharp cut-off; inactive = mostly below about 76%; note: some results filed as inactive read as strong as hits
SIAH1 antagonists – Siah-1 peptide-binding antagonists, primary screen, biochemical, fluorescence polarization, rhodamine-plectin, uHTS (AID 1817); Siah-1 / rhodamine-plectin peptide fluorescence polarization; higher % means a stronger effect; one-dose displacement, % at 20 µM; IC50 in µM for titrated hits; hit rate 0.02% among 290,000;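 active = displacement of at least 50% at 20 µM, with a fluorescence ratio check between 0.3 and a set limit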;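 note: plate controls were Siah plus tracer with DMSO for no effect and tracer alone without Siah for full effect; strong numbers were not always called active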
XIAP antagonists – small molecules displacing peptide from XIAP – biochemical, IAP family, fluorescence polarization (AID 1018); XIAP BIR domain, fluorescence polarization peptide displacement; higher % means a stronger effect; one-dose displacement, % at 20 µM; IC50 in µM for titrated hits; hit rate 0.007% among 200,000; in the data active = displacement above about 50%; note: a part of the inactive calls stands beside numbers as strong as those of hits
Rac1 GTP hydrolysis – MgcRacGAP GTPase-activating activity inhibitors, confirmation, biochemical, ADP Hunter fluorescence | MgcRacGAP-stimulated Rac1 GTP hydrolysis, ADP Hunter fluorescence; higher % means a stronger effect; GST-tagged Rac1 F28L mutant substrate | inhibition, % at 30 µM, or IC50 in µM where a hit was titrated | hit rate 0.6% among 340,000;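 active = first-screen hits whose inhibition reached a set limit at any dose in the follow-up dose series; inconclusive = inhibition above the set first-screen limit but never retested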;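 note: fluorescence reports GDP produced by GAP-driven GTP hydrolysis; strong numbers were not always called active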
Large T inhibition – SV40 large T antigen inhibitors, biochemical (AID 1903) | SV40 large T antigen ATPase/helicase inhibition assay; higher % means a stronger effect | one-dose inhibition, % at 20 µM; IC50 in µM for titrated hits | hit rate 0.39% among 310,000; in the data active = a potency from the dose series; inconclusive = inhibition mostly from about 32% at the one dose, without a potency; inactive = the rest, 99 in 100 with inhibition below about 32%; note: strong numbers were not always called active
Dengue-2 NS5 capping pilot replicate – recorded beside Dengue-2 NS5 capping, whose call it bears; inhibition, %; measured here: pilot screen replicate inhibition
* = called active by the depositor; ? = inconclusive; . = not tested or not shown. An unsorted share of the library, and some 1.7% of all compounds hit somewhere here.

SMILES	AID2073	RSV antiviral HEp-2	Dengue-2 NS5 capping	LYP phosphatase	HIV fusion peptide	SIAH1 antagonists	XIAP antagonists	Rac1 GTP hydrolysis	Large T inhibition	others
CC(=O)Nc1ccc(NC(=O)CCCCCN2C(=O)c3ccccc3C2=O)cc1	-1%	-0.2%	3%	-4%	0.9%	-1%	-6.7%	5%	2%	Dengue-2 NS5 capping pilot replicate=0.3
CCOC(=O)CSc1nnc2c(n1)C1(C)CCC2C1(C)C (configuration not stated)	-16%	-1.2%	-2%	-9%	-0.7%	-4%	-2.8%	4%	10%
CN(C)/C=C/C(=O)c1ccccc1F	1%	-0.9%	-2%	2%	1.3%	-4%	-6.2%	5%	2%
COc1cc(OC)cc(C(=O)N(Cc2cc3cc(C)ccc3[nH]c2=O)C(C)C)c1	4%	-2.5%	-8%	-1%	-2.7%	-6%	-5.0%	11%	0%
O=S(=O)(c1ccccc1)c1ncc(C(F)(F)F)cc1O	0%	-0.1%	2%	-1%	-0.9%	-2%	-1.6%	12%	22%
COc1cnc(-c2ccccc2)nc1Oc1ccccc1C	4%	0.3%	-3%	-3%	-3.7%	-2%	-3.9%	8%	-1%
Cc1ccc(OCC(=O)O/N=C(\N)Cc2ccc(Cl)cc2)cc1	0%	1.8%	-2%	-6%	-0.2%	8%	2.2%	7%	0%
Cc1cc(C)c(C)c(OCCCOc2cccc3cccnc23)c1	-2%	?	-4%	-3%	0.0%	-2%	-2.2%	6%	8%
COc1ccc(NS(=O)(=O)c2cc(NC(=O)c3ccc(F)cc3)ccc2OC)cc1	-10%	13%	-5%	-1%	-1.8%	-6%	-1.8%	10%	12%
O=C(COC(=O)[C@@H]1CCCN1S(=O)(=O)c1ccc(Cl)cc1)NC1CCS(=O)(=O)C1 (some centres not stated)	.	-2.1%	-7%	.	.	.	.	1%	2%
Cc1ccc2c(CC(=O)N3CCN(c4ccccc4)CC3)coc2c1	3%	4.2%	-2%	5%	-3.6%	-2%	-6.6%	10%	6%
COc1ccc(CCNC(=O)CSCc2ccc(Br)cc2)cc1OC	6%	4.7%	-4%	-5%	-1.0%	4%	.	6%	27%
COc1ccc(C2c3c(ncn(CCN4CCOCC4)c3=N)Oc3ccc4ccccc4c32)cc1OC (configuration not stated)	12%	3.6%	-4%	-4%	18%	-1%	-1.6%	10%	14%
O=C1C=CC(=O)N1c1ccc(N2CCCCC2)cc1	9.3µM*	0.5%	-10%	-1%	0.6%	-3%	-3.9%	11%	3%
CCOc1ccc(NC(=O)c2cccnc2SC)cc1	-5%	0.7%	0%	-4%	0.2%	-8%	-11%	1%	10%
O=C(O)c1ccc(Cl)c(S(=O)(=O)Nc2ccc3cn[nH]c3c2)c1	-1%	0.1%	-6%	-8%	12%	-8%	-5.0%	7%	16%
Cc1cc(C)cc(N(C(=O)c2csnn2)C(C(=O)NC2CCCC2)c2cccnc2)c1 (configuration not stated)	-5%	-0.2%	0%	-8%	0.7%	3%	.	7%	2%
Cc1cccc(/C=N/n2c(C)cc(C)c(C#N)c2=O)c1	3%	0.4%	-3%	1%	1.1%	-1%	4.6%	-5%	5%
CN(C)CCN(CC1CCCN(Cc2ccccc2F)C1)C(=O)c1ccc(Cl)cc1 (configuration not stated)	4%	0.4%	-6%	-10%	-1.3%	6%	.	11%	3%	Dengue-2 NS5 capping pilot replicate=-2.4
CCOC(=O)C1CCN(C(=O)c2c(C)oc3c2C(=O)c2ccccc2C3=O)CC1	19%	-2.0%	0%	-2%	8.7%	2%	-5.6%	11%	-1%
CC1(C)CC(=O)C(C#N)=C(NCCCO)C1	6%	1.9%	-3%	-4%	0.2%	-4%	-6.7%	5%	11%
COCCNS(=O)(=O)c1ccc(-c2ccc(Cl)cc2)cc1	2%	5.5%	-8%	-5%	-0.9%	1%	-11%	2%	14%
O=C(NCc1ccc2c(c1)OCO2)C1CC(=O)N(CCc2ccccc2)C1 (configuration not stated)	-3%	2.5%	-8%	-11%	-1.8%	-2%	-0.2%	8%	-1%
CC(=O)c1cccc(NC(=O)/C(=C\c2cccnc2)NC(=O)c2ccco2)c1	9%	1.0%	-4%	-2%	2.7%	3%	-5.3%	13%	-1%
Cc1ccc(NC(=O)Cc2nnc(SCC(=O)Nc3ccccc3)n2C)cc1	9%	2.1%	-11%	4%	2.0%	0%	-7.4%	8%	32%
Cc1c(O)ccc2c(CC(=O)N[C@@H](Cc3ccc(O)cc3)C(=O)O)cc(=O)oc12	52%	-0.4%	-2%	-8%	-0.8%	-3%	.	6%	11%
Cc1ccc(-n2c(SCC(=O)N3c4ccccc4Sc4ccccc43)nnc2-c2ccncc2)cc1	8%	5.2%	2%	2%	-1.8%	2%	-1.2%	11%	14%
OCCCCC#Cc1c(-c2ccsc2)sc2ccccc12	8%	5.7%	-7%	-5%	4.2%	0%	.	5%	6%
Cc1c(F)cccc1NC(=O)CCC(=O)O	0%	0.2%	-3%	-20%	-0.7%	-1%	-4.7%	-5%	3%
Cn1cnnc1SCc1ccc(C(=O)N/N=C(\CCC(=O)O)c2ccc(C(C)(C)C)cc2)cc1	?	1.0%	-3%	3%	0.9%	2%	-0.3%	9%	8%
O=S(=O)(c1ccsc1)N1CC=C(c2ccccc2)CC1	8%	2.2%	-9%	-9%	-1.2%	15%	.	-1%	8%
COn1c(SCc2cccnc2)nc2ccccc2c1=O	20%	-0.1%	-9%	-7%	0.7%	0%	-2.9%	9%	-10%
COc1ccc(-c2cc(=O)oc3cc(OCC(=O)Nc4ccc(CCO)cc4)ccc23)cc1	50%	12%	2%	-11%	-1.0%	11%	.	5%	10%
CCSC1=NN2CCS(=O)(=O)N=C2S1	20%	1.2%	-5%	-3%	-2.1%	-8%	-2.7%	5%	4%
COC(=O)COc1cccc(NS(=O)(=O)c2ccc(NC(C)=O)cc2)c1	2%	0.6%	-2%	-7%	0.4%	-1%	-9.5%	3%	3%
COc1cc(CCN2C(=O)c3cccc4cccc(c34)C2=O)c(S(=O)(=O)N2CCCCCC2)cc1OC	8%	14%	-10%	5%	-1.2%	2%	-11%	5%	-12%
O=C(O)CNS(=O)(=O)c1cc(Cl)c(Cl)cc1Cl	-3%	1.9%	2%	-7%	0.4%	-8%	-4.0%	9%	5%
CCCc1cc(=O)[nH]c(SCc2cc(C(=O)OC)c(C)o2)n1	-2%	1.0%	-5%	-2%	-1.4%	3%	-4.9%	7%	9%
CCCNS(=O)(=O)c1ccc(OCC(=O)N2CCC(C(=O)OCC)CC2)cc1	-6%	0.7%	1%	-4%	0.6%	-3%	-1.1%	5%	0%
CC(C)Sc1nc2c(c(=O)[nH]c(=O)n2C)n1CC(O)COc1ccccc1 (configuration not stated)	0%	1.1%	1%	-3%	-0.5%	20%	-4.3%	-11%	19%
COc1ccc(N(CC(=O)N/N=C/c2cccs2)S(=O)(=O)c2ccc(OC)c(OC)c2)cc1	7%	4.2%	-5%	0%	-3.8%	2%	-5.8%	2%	-1%
N/C(Cn1cncn1)=N\NC(=O)c1ccc(Cl)cc1Cl	2%	1.7%	0%	-9%	0.8%	6%	3.4%	5%	12%
CCc1nnc(SCC(=O)NCCC2=CCCCC2)nc1CC	11%	1.4%	-5%	-9%	0.9%	-5%	.	0%	-2%
O=C(COc1ccc(/C=N/NS(=O)(=O)c2ccccc2)cc1)Nc1ccc(F)cc1	2%	2.3%	4%	-6%	0.4%	10%	-5.9%	12%	22%
C[n+]1cccc(O)c1SCc1ccccc1	.	0.7%	4%	.	.	.	.	4%	5%
COc1cc(OC)c(OC)cc1/C=N/Nc1ccc(Cl)nn1	0%	1.7%	0%	1%	0.5%	1%	.	.	15%
Cn1c2ccccc2c2cc(C(=O)NNC(=O)CCl)sc21	20%	?	1%	-1%	0.0%	6%	-6.1%	11%	16%
O=c1cc(-c2ccccc2)[nH]c2ccccc12	2%	3.3%	-2%	-3%	0.2%	0%	-2.6%	8%	11%
COc1ccc(NC(=O)C2CC(=O)N(C)C(=Nc3ccc4c(c3)OCO4)S2)cc1 (configuration not stated)	.	-1.5%	2%	.	.	.	.	6%	1%
COc1ccc(OC)c(C(=O)NC(CC(N)=O)c2ccc(N3CCCCCC3)c([N+](=O)[O-])c2)c1 (configuration not stated)	-1%	0.4%	1%	-13%	0.2%	-1%	.	11%	12%
CSCCC(NC(N)=O)C(=O)N(C)CC(=O)Nc1ccc(C)cc1 (configuration not stated)	-5%	0.4%	1%	-12%	39%	0%	0.9%	6%	-3%
Cc1cc(C)c(C#N)c(SCCS(=O)(=O)c2ccc(Cl)cc2)n1	4%	8.2%	1%	-6%	-0.4%	1%	.	6%	16%
COc1cccc(C(=O)Nc2nnc(S(=O)(=O)N(C)c3ccccc3)s2)c1	14%	13%	8%	-7%	13%	9%	.	3%	8%
CN(CC(=O)Nc1ccc(F)cc1)CC(=O)Nc1ccc(Cl)c(S(=O)(=O)N2CCOCC2)c1	16%	17%	-12%	-5%	-1.9%	-2%	.	0%	17%
CCC1(c2ccccc2)NC(=O)N(CC(=O)c2ccc3c(c2)OCO3)C1=O (configuration not stated)	.	1.0%	-5%	.	.	.	.	2%	6%
CCCn1c(SC(C)C(=O)NCC2CCCO2)nc2cc(Cl)ccc2c1=O (configuration not stated)	.	-0.7%	-6%	.	.	.	.	3%	11%
CN(CC(=O)Nc1cccc2ccccc12)C(=O)/C=C/c1cccs1	14%	3.5%	-1%	7%	-1.3%	1%	-3.6%	-17%	18%
OC(CNCc1cccc(Cl)c1)c1ccccc1 (configuration not stated)	-2%	0.3%	-5%	-7%	0.0%	0%	-16%	9%	-2%
CCC(C(=O)NCc1ccccc1OC)c1ccccc1 (configuration not stated)	11%	0.3%	-10%	3%	-0.1%	0%	-4.2%	6%	3%
COc1ccc(NC(=O)CSc2nnc(C)c(=O)n2N)cc1	-1%	0.8%	-3%	-9%	-0.5%	8%	.	7%	6%
C(=N\n1c2ccccc2c2ccccc21)/c1ccccc1	4%	5.7%	4%	0%	-1.9%	-4%	-16%	7%	15%
O=C(Nc1ccccc1)N1CCC(c2nc(-c3ccc(S(=O)(=O)N4CCOCC4)cc3)no2)CC1	14%	-0.7%	-4%	-8%	0.9%	3%	-3.1%	0%	11%
O=C(O)/C=C/C(=O)Nc1ccc(-n2ccc(C(F)(F)F)n2)cc1	9%	1.5%	17%	-4%	-1.0%	4%	.	-12%	6%

Looked up one by one from the entries so far:
SMILES	AID2073	RSV antiviral HEp-2	Dengue-2 NS5 capping	LYP phosphatase	HIV fusion peptide	SIAH1 antagonists	XIAP antagonists	Rac1 GTP hydrolysis	Large T inhibition	others
O=C(O)/C=C/C(=O)Nc1ccc(-n2ccc(C(F)(F)F)n2)cc1	9%	1.5%	17%	-4%	-1.0%	4%	.	-12%	6%
OC(CNCc1cccc(Cl)c1)c1ccccc1 (configuration not stated)	-2%	0.3%	-5%	-7%	0.0%	0%	-16%	9%	-2%
